Screening data from PubChem BioAssay.
PGE2 EP2 inh: blocks the human prostaglandin E2 receptor EP2; C6 glioma cells expressing human EP2, cAMP TR-FRET; cells stimulated with saturating PGE2; inhibition, % at 25 µM; hit rate 0.52% among 260,000;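 active = percent inhibition above 40 after rounding to a whole number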;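 also: rat C6 glioma host cells with rolipram phosphodiesterase inhibitor present; the protocol text gives 20 µM as final concentration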
eIF4E-4G inh: blocks eIF4E binding to eIF4G | P63073+Q04637 | TR-FRET eIF4E-eIF4GI(517-606) binding, 2 h | inhibition, % at 21.7 µM | hit rate 0.37% among 220,000 | AID 782;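 active = inhibition above about 30%, limit read from the data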;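 also: 0% = full FRET control wells and 100% = background wells lacking eIF4GI fragment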
Target sequence (P63073 whole entry, looked up, the tested form may be a part): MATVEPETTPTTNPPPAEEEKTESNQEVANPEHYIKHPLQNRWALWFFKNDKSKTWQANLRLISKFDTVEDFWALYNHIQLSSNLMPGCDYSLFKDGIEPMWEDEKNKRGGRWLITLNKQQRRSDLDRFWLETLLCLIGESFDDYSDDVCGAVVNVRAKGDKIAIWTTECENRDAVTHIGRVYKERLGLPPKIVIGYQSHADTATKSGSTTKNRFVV
Target sequence (Q04637 whole entry, looked up, the tested form may be a part): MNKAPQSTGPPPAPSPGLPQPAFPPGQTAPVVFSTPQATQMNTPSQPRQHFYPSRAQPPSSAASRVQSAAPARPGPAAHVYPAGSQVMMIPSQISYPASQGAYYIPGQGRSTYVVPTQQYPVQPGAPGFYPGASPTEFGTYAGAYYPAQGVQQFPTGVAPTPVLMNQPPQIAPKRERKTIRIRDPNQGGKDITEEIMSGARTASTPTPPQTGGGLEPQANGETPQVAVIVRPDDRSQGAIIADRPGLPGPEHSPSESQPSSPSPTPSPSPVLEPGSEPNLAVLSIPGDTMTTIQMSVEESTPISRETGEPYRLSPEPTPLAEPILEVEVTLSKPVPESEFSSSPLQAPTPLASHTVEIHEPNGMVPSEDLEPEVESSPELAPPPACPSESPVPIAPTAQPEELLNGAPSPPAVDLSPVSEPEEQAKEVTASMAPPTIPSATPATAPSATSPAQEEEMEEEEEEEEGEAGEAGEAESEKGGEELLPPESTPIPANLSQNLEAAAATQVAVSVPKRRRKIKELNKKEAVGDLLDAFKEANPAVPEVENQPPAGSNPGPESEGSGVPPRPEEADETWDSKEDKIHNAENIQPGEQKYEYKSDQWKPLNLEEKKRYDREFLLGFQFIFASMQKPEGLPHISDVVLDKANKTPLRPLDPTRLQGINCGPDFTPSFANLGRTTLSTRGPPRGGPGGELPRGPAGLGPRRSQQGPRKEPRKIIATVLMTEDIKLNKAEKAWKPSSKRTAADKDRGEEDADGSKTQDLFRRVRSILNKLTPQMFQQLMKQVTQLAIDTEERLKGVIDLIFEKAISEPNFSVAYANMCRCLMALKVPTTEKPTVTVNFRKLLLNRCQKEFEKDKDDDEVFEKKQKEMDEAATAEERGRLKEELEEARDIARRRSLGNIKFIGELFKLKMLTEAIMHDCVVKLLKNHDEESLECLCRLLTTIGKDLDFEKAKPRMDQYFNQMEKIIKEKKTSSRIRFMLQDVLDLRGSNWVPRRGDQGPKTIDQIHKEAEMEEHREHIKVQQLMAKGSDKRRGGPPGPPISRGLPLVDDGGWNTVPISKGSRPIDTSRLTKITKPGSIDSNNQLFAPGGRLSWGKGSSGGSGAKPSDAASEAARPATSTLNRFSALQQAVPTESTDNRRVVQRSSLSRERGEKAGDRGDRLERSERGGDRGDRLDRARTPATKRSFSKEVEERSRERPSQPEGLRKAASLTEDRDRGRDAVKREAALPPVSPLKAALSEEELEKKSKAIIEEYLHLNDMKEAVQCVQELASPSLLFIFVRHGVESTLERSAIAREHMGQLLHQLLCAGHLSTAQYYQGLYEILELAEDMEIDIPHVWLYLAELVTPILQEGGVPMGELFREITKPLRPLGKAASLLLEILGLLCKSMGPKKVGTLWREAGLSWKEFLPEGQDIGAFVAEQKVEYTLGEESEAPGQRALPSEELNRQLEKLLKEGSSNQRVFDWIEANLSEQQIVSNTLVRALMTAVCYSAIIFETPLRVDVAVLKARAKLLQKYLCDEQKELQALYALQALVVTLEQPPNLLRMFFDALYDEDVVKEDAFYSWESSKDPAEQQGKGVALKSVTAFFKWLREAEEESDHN
Hck Nef HTS: inhibitors of human Hck kinase activated by Nef. AID 463187. inhibition, % at 20 µM. Recombinant Hck-YEEI plus Nef, Z-Lyte FRET kinase assay. P08631. hit rate 0.68% among 220,000;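 active = Hck-Nef kinase inhibition above about 50%, limit read from the data; inactive = inhibition below that limit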;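 also: 0% = DMSO with Hck plus Nef and 100% = Hck alone without Nef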
Rad51 HR inh: Rad51 (human) homologous recombination inhibition; hRad51 DNA strand exchange, fluorescence dequenching; inhibition, % at 10 µM; hit rate 0.085% among 200,000; AID 1385;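 active = inhibition above 40% at the single screening dose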;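 also: 0% = DMSO control wells and 100% = blanks with heterologous ssDNA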
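Material: hRad51 filaments on single-stranded DNA; Reagent: Donor/quencher-labelled 47-bp dsDNA substrate; Compound: 10 µM final, single point; Schedule: 37 °C 15-min filament assembly, 30-min compound preincubation, 15-min exchange; Technique: FRET fluorescence, excitation 485 nm, emission 520 nm; Benchmarks: control wells and blank wells on each plate.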
m-calpain inh: calpain II (pig) inhibition; purified calpain II, fluorogenic peptide substrate, 30 min; inhibition, % at 16 µM; hit rate 0.37% among 220,000;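 active = inhibition above about 50%, limit read from the data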
Tb hexokinase: T. brucei hexokinase 1 inhibition; recombinant TbHK1, G6PDH-coupled NADH A340; inhibition, % at 10 µM; hit rate 0.11% among 220,000;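 active = inhibition of 50% or more in the single-dose primary screen; inactive = inhibition below 50%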
14-3-3 Bad inh: disrupts binding of bovine 14-3-3 zeta to phospho-Bad peptide; inhibition, % at 21.7 µM; TR-FRET 14-3-3zeta/Dy647-pBad peptide displacement, 1 h; AID 781; hit rate 0.71% among 220,000; P63103;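 active = inhibition above about 70%, limit read from the data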;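 also: 0% = full 14-3-3 plus peptide FRET controls and 100% = background without 14-3-3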
EP2 mod: EP2 receptor (human) modulation | EP2-expressing cells, cAMP HTRF FRET, PGE2 co-stimulation | induction, % at 25 µM | hit rate 0.83% among 260,000 | AID 940;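 active = compounds whose cAMP rise, as percent of the full-agonist control response, exceeds 60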;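 also: rat C6 glioma line stably carrying human EP2 under a CMV promoter; the protocol text gives 20 µM as final concentration; 100% = response of wells given 1 µM PGE2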
L929 necroptosis: blocks zVAD induced death of L929 cells; viability rescue, % at 10 µM; AID 1377; hit rate 0.38% among 220,000; L929 zVAD necroptosis rescue, ATP luminescence, 24 h; with zVAD 60 µM;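 active = activation, scaled between plate controls, above about 75%, limit read from the data; inactive = activation under that limit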;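 also: 0% = zVAD with DMSO and 100% = DMSO alone without zVAD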
The depositor's hits bear a star; i = inactive; / = not tested or not shown; & = joins results of further samples; [ ] = another dose, or the depositor's remark. An excerpt; the hit share may differ from the screen's.

Structure,PGE2 EP2 inh,eIF4E-4G inh,Hck Nef HTS,Rad51 HR inh,m-calpain inh,Tb hexokinase,14-3-3 Bad inh,EP2 mod,L929 necroptosis
COc1cc(NC(=O)c2noc3c2CCC3)c(OC)cc1Cl,5.2,5.1,-5.1,1.6,-191.4,5.4,-1.9,18.4,1.8
O=C(NCCc1c[nH]c2ccccc12)C(=O)NCC1OCCCN1S(=O)(=O)c1ccc(F)cc1 (stereo not given),16.4,7.4[fluorescence artefact?],4.0,11.1,-5.3,-2.7,-2.0[fluorescence artefact?],-41.8,1.5
Cc1ccc2c(c1)COc1c3ccc(C(=O)N4CCCCC4)cc3nn1-2,12.1,3.8,23.2,7.9,-5.2,-24.3,-5.1,31.4,0.4
Cc1nn(C(C)C(=O)O)c(=O)c2ccccc12 (stereo not given),10.5,-1.1,18.2,-3.9,-10.9,-3.0,-7.9,11.6,-1.1
O=C(CN1CCCC1)OCCCC1CCCCC1,5.9,8.2,4.3,-8.1,-5.1,1.7,6.3,15.4,1.4
Cc1ccc(NC(=S)Nc2cccc3cnccc23)c(C)c1,3.6,-5.2,21.2,-21.4,-20.9,-9.1,-22.5,-44.7,-0.5
Cc1ccccc1-c1noc(-c2ccccc2C(=O)NCc2ccco2)n1,6.7,4.2,6.3,-11.8,30.1,-1.4,0.3,-1.8,-0.5
CCC(c1nnnn1C(C)(C)CC)N1CCN(c2ccccc2F)CC1 (stereo not given),4.5,3.6,9.6,/,37.4,5.0,-2.4,-21.1,-1.0

Continued, starting with the last three of the part before.
Structure,PGE2 EP2 inh,eIF4E-4G inh,Hck Nef HTS,Rad51 HR inh,m-calpain inh,Tb hexokinase,14-3-3 Bad inh,EP2 mod,L929 necroptosis
Cc1ccc(NC(=S)Nc2cccc3cnccc23)c(C)c1,3.6,-5.2,21.2,-21.4,-20.9,-9.1,-22.5,-44.7,-0.5
Cc1ccccc1-c1noc(-c2ccccc2C(=O)NCc2ccco2)n1,6.7,4.2,6.3,-11.8,30.1,-1.4,0.3,-1.8,-0.5
CCC(c1nnnn1C(C)(C)CC)N1CCN(c2ccccc2F)CC1 (stereo not given),4.5,3.6,9.6,/,37.4,5.0,-2.4,-21.1,-1.0
CCOC(=O)N1CCN(Cc2nc(N)nc(Nc3ccc(Cl)cc3)n2)CC1,-0.3,-0.2,23.6,-12.7,-18.6,-4.6,-19.3,-41.2,1.0
CC1=C(C(=O)Nc2ccccn2)C(c2ccccc2Cl)NC(=S)N1 (stereo not given),8.7,-2.2,6.2,5.0,-21.0,-10.0,-23.9,20.5,-0.2
CCc1ccc(-c2csc3[n+]2CCN3C(C)=O)cc1,10.0,-2.8,0.1,-4.6,16.5,-0.4,-13.7,3.8,-0.2
Cc1ccc2cccc(OCC(=O)Nc3ccc4c(c3)OCO4)c2n1,3.1,-2.3,29.1,7.0,38.1,5.9,-6.2,-46.0,1.9
COc1ccc(C2=NN(C(=O)CCCC(=O)O)C(c3cccs3)C2)cc1OC (stereo not given),8.3&1.7,-0.5,15.4,-6.3,-86.7,-19.9,-5.6,17.4&29.9,30.2
CC(C)C[C@H](NC(=O)OC(C)(C)C)C(=O)N/N=C/C1=Cc2ccccc2OC1C (stereo not given in full),9.4,3.9,1.2,-5.7,-128.4,-13.7,4.5,-20.8,2.9
CS(=O)(=O)c1cccc(C(=O)NCc2ccccc2)c1,10.3,1.7,-3.2,-4.6,-13.3,0.4,-14.1[fluorescence artefact?],26.5,0.7
COc1ccccc1OCc1ccc(C(=O)Nc2ccccc2F)cc1,3.3,-0.9,2.2,-6.2,4.9,4.4,3.1,13.4,1.4

(cont.)
Structure,PGE2 EP2 inh,eIF4E-4G inh,Hck Nef HTS,Rad51 HR inh,m-calpain inh,Tb hexokinase,14-3-3 Bad inh,EP2 mod,L929 necroptosis
CC(/C=N\NC(=O)Cn1cncn1)=C/c1ccc(C(C)C)cc1,6.9,-1.2,14.2,8.8,17.0,-8.0,-7.8,41.5,-0.5
CC(C)CC(NS(=O)(=O)c1cc(C(=O)O)ccc1Cl)C(=O)O (stereo not given),6.8,0.6,15.7,-1.8,-3.4,4.5,10.3,34.0,0.5
CCOC(=O)CNC(=O)CSc1nc(-c2cccc(C)c2)ns1,3.7,-1.0,0.0,/,0.5,-3.2,-3.4,-9.6,1.3
NC(=O)c1ccc(N2CCCCC2)c(N2C(=O)C3CC=CCC3C2=O)c1 (stereo not given),1.0,2.7,0.9,2.4,-15.9,0.2,-16.1[fluorescence artefact?],13.5,-0.1
Clc1cccc2sc(N3CCN(c4ccccc4)CC3)nc12,6.8,5.0,4.4,2.5,9.4,-2.8,-5.5,19.5,1.9
NC(=O)C1CCN(C(=O)CN(c2cccc(C(F)(F)F)c2)S(=O)(=O)c2ccccc2)CC1,15.2,0.8,6.1,-1.3,-25.9,51.7*,-9.5[fluorescence artefact?],3.0,-0.1
O=C(NCC1OCCc2ccccc21)c1ccc(NC(=O)c2cccc(Br)c2)cc1 (stereo not given),5.7,-2.3[fluorescence artefact?],0.9,2.9,-33.1,6.7,0.3,-14.4,15.8
CN1C(=O)c2ccc(NC(=O)c3ccc(N4CCCCC4)c([N+](=O)[O-])c3)cc2C1=O,9.3,-3.8,2.0,2.8,-77.7,-6.3,8.5[fluorescence artefact?],-15.6,1.3

Additional results
Structure,PGE2 EP2 inh,eIF4E-4G inh,Hck Nef HTS,Rad51 HR inh,m-calpain inh,Tb hexokinase,14-3-3 Bad inh,EP2 mod,L929 necroptosis
CN(C)c1ccc(/C=C/C(=O)c2cccc(Br)c2)cc1,9.3,1.8[fluorescence artefact?],-5.0,i,20.8,-1.2,-15.6,4.4,-0.1
CCOc1ccccc1OCC(=O)NCCc1ccc(S(N)(=O)=O)cc1,1.8,-3.0,27.1,-6.5,27.4,-1.1,-3.7,-2.3,1.1
CCn1cc(C(=O)O)c(=O)c2cnc(N3CCN(C(=S)NC(=O)c4ccccc4)CC3)nc21,7.4,-3.5,13.0,/,-10.1,-33.1,-3.5,-17.2,0.2
Cc1ccc(-c2cc(C(=O)NCCc3ccc(S(N)(=O)=O)cc3)c3ccccc3n2)cc1,8.4,6.5,-13.3,7.4,-110.4,-0.6,26.8,-19.6,0.7
N/C(=N\OC(=O)COc1ccc(Cl)cc1Br)c1ccncc1,11.9,1.6,18.5,-36.7,-18.1,-7.8,-7.2,-15.4,27.7
CCOC(=O)C1=C(C)NC(C)=C(C(=O)OCC)C1c1ccccn1,9.1,-10.3,9.9,-1.7,-207.2,-8.1,-18.7,9.6,-0.2
CCOC(=O)COn1c(=O)c(=O)n(O)c2ccccc21,9.6,1.4,-1.4,-10.1,-4.4,-15.5,0.5,10.1,1.1
COc1ccc(CCN(/C=C2\Sc3ccccc3C2=O)C(C)=O)cc1OC,14.7,4.3,15.7,6.7,9.6,-15.0,-8.8,-29.1,1.0

New compounds follow
Structure,PGE2 EP2 inh,eIF4E-4G inh,Hck Nef HTS,Rad51 HR inh,m-calpain inh,Tb hexokinase,14-3-3 Bad inh,EP2 mod,L929 necroptosis
O=C(NC12CC3CC(CC(C3)C1)C2)c1ccc(S(=O)(=O)N2CCOCC2)cc1,6.4,3.9,-0.8,-3.7,17.4,-3.3,-7.1,-23.8,2.0
O=C1c2ccccc2-c2onc3ccc(Oc4ccccc4)c1c23,16.9,0.7[fluorescence artefact?],24.6,-1.1,-36.0,-4.2,-0.5,-50.8,14.0
C=CCSc1nc(C)c(CCC(C)C)c(=O)[nH]1,4.9,0.9,-12.3,-19.2,22.5,10.2,-6.5,12.6,-0.5
CC(C)CCn1c(=O)[nH]c2ccccc21,7.2,-0.6,11.2,3.9,-10.5,-9.5,3.9,-1.3,0.5
O=C(COc1ccc2ccccc2c1)Nc1ccc2c3c(cccc13)CC2,8.6,-1.8[fluorescence artefact?],7.4,-2.5,-5.2,9.4,1.9[fluorescence artefact?],-22.5,1.3
COc1ccccc1NS(=O)(=O)c1cccc(C(=O)OCc2nc3ccccc3s2)c1,5.2,2.1,5.6,7.6,20.5,23.1,-9.2,-43.0,0.4
Cc1cc(C(=O)CSc2nc(N)cc(=O)[nH]2)c(C)n1Cc1ccco1,10.6,1.6,28.7,-13.2,-30.0,1.6,-2.2,-46.5,-1.3
Cc1[nH]c2ccccc2c1C(=O)CN1CCSCC1,7.9,-8.8,4.5,-0.6,0.3,-3.6,-3.5,-11.5,0.5

The results go on.
Structure,PGE2 EP2 inh,eIF4E-4G inh,Hck Nef HTS,Rad51 HR inh,m-calpain inh,Tb hexokinase,14-3-3 Bad inh,EP2 mod,L929 necroptosis
CC(C)(C)C(=O)N1CCN(c2ncccc2C(F)(F)F)CC1,8.6,4.2,10.2,16.3,0.5,7.8,-10.5,-24.0,-0.3
Nc1cc(N)nc(SCC(=O)NNC(=O)Cc2ccccc2)n1,11.6&1.2,-0.8,-5.9,3.5,11.3,0.9,-9.9,-2.7&31.0,1.9
O=C(COc1ccccc1F)NC12CC3CC(CC(C3)C1)C2,5.4,-10.1,20.9,/,21.6,-11.9,-0.6,-29.7,2.2
COc1ccccc1NC(=O)CCn1cccc1,4.1,-6.1,-1.9,-8.1,-42.1,11.0,-9.3[fluorescence artefact?],-29.9,0.1
COc1ccc(-c2cc3nc(C)cc(N)n3n2)cc1,28.0&10.7,4.3,1.8,3.1,-98.8,1.7,-18.4[fluorescence artefact?],-82.8&-7.6,-0.6
COCCNS(=O)(=O)c1cc(OC)c(Cl)cc1Cl,19.4,-2.5,10.7,9.3,-9.2,-2.8,-4.7,31.7,0.2
Cc1cc(C)cc(NC2=NC3(CCCCC3)N=C(N)N2)c1,4.2,-3.5,-0.8,10.2,-4.0,3.3,-0.2,-18.2,0.8
COc1ccc(NC(=O)CC#N)cc1OC,8.6,-8.3[fluorescence artefact?],-0.8,1.7,11.2,-4.7,-1.6[fluorescence artefact?],34.8,0.5

Next section:
Structure,PGE2 EP2 inh,eIF4E-4G inh,Hck Nef HTS,Rad51 HR inh,m-calpain inh,Tb hexokinase,14-3-3 Bad inh,EP2 mod,L929 necroptosis
COc1ccccc1N1CCN(/N=C\C(Br)=C\c2ccccc2)CC1,17.5,-3.4,-1.8,9.0,-11.5,-9.9,-13.6,-10.1,5.0
CCN(CC(=O)Nc1cccc(C(C)=O)c1)S(=O)(=O)c1ccc(C)cc1,3.3,-0.4,1.6,/,17.8,-3.5,-1.2,-38.3,0.0
Cc1cc(C)nc(Nc2cc([N+](=O)[O-])ccc2C)n1,2.6,-0.8,9.2,/,2.4,-2.2,5.3,-8.7,0.0
COC(=O)c1ccccc1S(=O)(=O)Nc1ccc(OC)nc1,/,5.9,-0.8,/,4.3,3.5,8.9,-2.1,0.0
Cc1ccc(S(=O)(=O)N2CCC(C(=O)N3CCN(Cc4ccccc4)CC3)CC2)cc1,4.0,-1.1,-2.5,-7.5,-28.2,-3.6,4.8,7.3,0.2
CN1CCN(C(=O)C2=C[C@@H](c3csc4ccccc34)C[C@@H](OCCCCO)O2)CC1,9.0,-2.6,11.5,-3.4,-11.5,4.1,8.2,-22.2,-0.8
COc1cc(C2C(C#N)=C(N)Oc3cc(N(C)C)ccc32)cc2c1OCO2 (stereo not given),9.5,-4.3,4.7,3.3,-30.0,59.1*,-11.4,27.6,-0.2
O=C(Nc1cccnc1)c1c(F)c(F)c(F)c(F)c1F,5.8,-1.4[fluorescence artefact?],2.4,3.5,-4.1,6.2,-7.5,-7.3,0.2
CC(=O)c1ccc(Oc2cc(C)nc(N3CCOCC3)n2)cc1,2.6,19.7,4.3,-6.7,-7.8,2.7,13.6,5.3,-0.1
Cc1ccc(S(=O)(=O)c2cc3ccccc3oc2=Nc2ccc3c(c2)OCO3)cc1,9.2,-0.1,-1.2,-6.6,0.3,-2.3,1.6,40.3,-0.2
CN(C)/C=C/C(=O)c1ccc(Cl)cc1,3.5,-1.0,2.2,-5.2,5.7,-41.1,4.9,22.3,0.8
